Rab2A wt mod: modulators of GTP binding to Rab2A wildtype, primary screen, biochemical, dog, bead-based flow cytometry, multiplex. actives 0.19% (n = 190,000). GST-Rab2 wt beads, Bodipy-GTP binding. Ras-related protein Rab-2A (Canis lupus familiaris), P61105. GTP binding activity, % at 10 µM;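 active means GTP binding activity at least 20 points away from 100%, either lowered or raised; inconclusive means signal likely due to the compound's own green fluorescence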;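 further: 0% = beads with excess unlabeled GTP and 100% = no-compound control corrected for plate trend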
Avidin fluor: green autofluorescence of compounds with avidin beads – biophysical, 488/530 nm, flow cytometry, artefact control, profiling panel; compound fluorescence 488/530 nm; active compounds read high; fluorescence (KMESF) at 10 µM; actives 0.38% (n = 220,000); AID 1775, 2009; in the data active means fluorescence above about 47; further: inactives centre near 10
Rab7 wt modul: modulators of GTP binding to Rab7, primary screen, biochemical, wildtype, multiplex bead flow cytometry; Rab7 GTPase wild type (dog), Bodipy-FL-GTP binding; GST-Rab7 beads, fluorescent GTP binding; actives lie on both sides; untreated = 100%, excess cold GTP = 0%; GTP binding activity (percent of control), % at 10 µM; actives 0.055% (n = 190,000); AID 758, 2007;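 active means fluorescent GTP binding to Rab7 beads changed by at least 20 points from the 100% baseline, either direction, mostly lower; inconclusive means compound itself probably fluorescent, or too few beads counted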;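 further: median green fluorescence of bound Bodipy-FL-GTP per Rab7 bead population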
Cdc42 wt: modulators of GTP binding to wildtype Cdc42, primary screen, biochemical, multiplex bead flow cytometry, Bodipy-GTP; GST-Cdc42 beads; actives lie on both sides; percent activity (GTP binding), % at 10 µM; actives 0.2% (n = 190,000);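 active means percent activity GTP binding at least 20 points away from the 100% baseline, either down as inhibitor or up as activator; inconclusive means compound flagged as likely green fluorescent from well-wide comparison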;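 further: median bead fluorescence of bound Bodipy-FL-GTP at 100 nM; 0% = excess unlabeled GTP control and 100% = no compound control; below 100% means less GTP binding so inhibitor and above means activator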
Target sequence (P60953 whole entry, looked up): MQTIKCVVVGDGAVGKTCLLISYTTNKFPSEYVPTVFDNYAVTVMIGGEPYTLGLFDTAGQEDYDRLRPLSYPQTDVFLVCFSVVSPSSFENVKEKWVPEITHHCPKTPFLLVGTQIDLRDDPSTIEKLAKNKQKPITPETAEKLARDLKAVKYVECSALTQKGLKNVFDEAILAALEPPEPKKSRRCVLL
HRas wt GTP: modulators of GTP binding to HRas wildtype, primary screen, biochemical, bead-based flow cytometry, multiplex | GTP binding activity, % at 10 µM | GTPase HRas (Homo sapiens), P01112 | GST-Ras wt beads, Bodipy-FL-GTP binding; actives lie on both sides | AID 759, 2007 | actives 0.14% (n = 190,000);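 active means GTP binding activity at least 20% away from the 100% baseline, either lowered as inhibitor or raised as activator; inconclusive means flagged as likely green fluorescent, judged across all proteins in the well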;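 further: 0% = unlabeled GTP competition control and 100% = no-compound control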
Target sequence (P01112 whole entry, looked up): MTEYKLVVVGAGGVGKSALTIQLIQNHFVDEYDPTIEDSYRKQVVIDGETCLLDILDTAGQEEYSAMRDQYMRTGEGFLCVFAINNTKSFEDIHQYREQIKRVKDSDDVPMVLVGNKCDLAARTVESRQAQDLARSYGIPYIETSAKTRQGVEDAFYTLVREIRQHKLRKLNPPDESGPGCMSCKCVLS
Mcl1-Noxa inh: Mcl-1/Noxa binding inhibitors, primary screen, biochemical, TR-FRET, 1536-well | TR-FRET Mcl-1/Noxa peptide binding, 2 h | inhibition, % at 21.7 µM | actives 1.5% (n = 220,000) | AID 1022, 2008;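 active means compounds that cut the protein-peptide binding signal by more than 50% relative to plate controls in a single-dose test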;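 further: His-tagged Mcl-1 with rhodamine Noxa BH3 peptide and terbium anti-His antibody; 0% = Mcl-1 plus Noxa peptide wells and 100% = peptide-only wells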
Target sequence (Q07820 whole entry, looked up): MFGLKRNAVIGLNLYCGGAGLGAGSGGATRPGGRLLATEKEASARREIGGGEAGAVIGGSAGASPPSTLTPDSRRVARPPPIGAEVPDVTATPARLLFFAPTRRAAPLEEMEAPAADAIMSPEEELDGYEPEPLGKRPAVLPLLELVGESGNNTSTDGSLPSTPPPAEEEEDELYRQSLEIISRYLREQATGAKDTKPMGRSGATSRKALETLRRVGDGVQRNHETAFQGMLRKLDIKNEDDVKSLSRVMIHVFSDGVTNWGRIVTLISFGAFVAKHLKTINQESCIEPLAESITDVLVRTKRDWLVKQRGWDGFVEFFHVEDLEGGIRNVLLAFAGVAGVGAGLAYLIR
Mcl-1 Bim block: inhibitors of Bim peptide binding to Mcl-1, primary screen, biochemical, bead-based flow cytometry, multiplex | Induced myeloid leukemia cell differentiation protein Mcl-1 (Homo sapiens), Q07820 | Bim peptide-Mcl-1 binding | inhibition, % at 10 µM | actives 0.1% (n = 190,000) | AID 1009, 2008; in the data active means inhibition above about 40%;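 further: 0% = no compound tracer wells and 100% = peptide blocker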
Pf gamet viab: late stage P. falciparum gametocyte viability inhibitors, primary screen, ATP luminescence, HTS; P. falciparum stage V gametocytes, 24 h; actives 0.065% (n = 150,000); inhibition, % at 10.9 µM;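 active means inhibition above the mean plus 3 SD of compounds within the control limits, set per campaign, cut at about 38% in these data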;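 further: 0% = DMSO wells and 100% = medium only without gametocytes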
Rac1 mut GTP: GTP binding modulators of activated mutant Rac1, primary screen, biochemical, bead-based flow cytometry, multiplex, fluorescent GTP; percent activity (GTP binding), % at 10 µM; Ras-related C3 botulinum toxin substrate 1 (Homo sapiens), P63000; GST-Rac1 activated beads; actives lie on both sides; 100% means binding = to untreated wells; actives 0.11% (n = 190,000); AID 764, 2007;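 active means GTP binding at least 20 percentage points away from the 100% baseline, in either direction, so actives lie on both sides; inconclusive means Compound likely fluorescent itself, or too few beads counted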
Mcl1 Bid PPI: Mcl-1/Bid binding inhibitors, primary screen, biochemical, TR-FRET, 1536-well | Induced myeloid leukemia cell differentiation protein Mcl-1 (Homo sapiens), Q07820 | inhibition, % at 21.7 µM | AID 1021, 2008 | TR-FRET Mcl-1/Bid-Dy647 peptide binding | actives 0.97% (n = 220,000);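 active means compounds that cut the binding signal by more than half at the single screening dose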;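 further: His-tagged Mcl-1 with europium anti-His antibody binding Bid BH3 peptide; 0% = Mcl-1 plus peptide wells and 100% = peptide-only wells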
Rac1 wt modul: wildtype Rac1 GTP binding modulators, primary screen, biochemical, GST-Rac1 beads, flow cytometry, multiplex | Ras-related C3 botulinum toxin substrate 1 (Homo sapiens), P63000 | AID 757, 2007 | fluorescent GTP binding; actives lie on both sides; 0 = cold GTP competed, 100 = untreated | actives 0.27% (n = 190,000) | GTP binding activity (% of control), % at 10 µM;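 active means GTP binding activity at least 20 points away from the 100% control level, either lower or higher; inconclusive means compound flagged as likely green fluorescent, judged across all proteins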
Starred values were filed as active, the others as inactive; ? = inconclusive; . = no result given.

nr	smiles	Rab2A wt mod	Avidin fluor	Rab7 wt modul	Cdc42 wt	HRas wt GTP	Mcl1-Noxa inh	Mcl-1 Bim block	Pf gamet viab	Rac1 mut GTP	Mcl1 Bid PPI	Rac1 wt modul
1	O=C(COC(=O)/C=C/c1cccc([N+](=O)[O-])c1)NCC1CCCO1 (centres undefined)	97	20	97	97	99	20	0	-12	98	11	101
2	O=C(O)CC(SCC(=O)Nc1ccccc1)C(=O)O (centres undefined)	94	9	94	93	96	3	-2	0	98	-13	97
3	COC(=O)c1sc2cc(C(F)(F)F)cnc2c1-c1cccnc1	94	29	94	96	96	3	-2	-14	94	23	91
4	COc1cc2cc(Br)cc(Br)c2nc1C	97	17	97	97	97	-40	1	.	97	-3	100
5	Cn1c(-c2cccc(OCc3ccccc3)c2)nc2c1c(=O)[nH]c(=O)n2Cc1ccccc1	104	8	105	104	106	18	0	.	100	16	111
6	COC(=O)C(C(=O)OC)c1ccc(NC(=O)c2cccc(Cl)c2)cc1	95	8	94	97	94	14	0	-9	94	1	95
7	CCOC(=O)C1(CC)NC(c2cccc(F)c2)C2C(=O)N(CC)C(=O)C21 (centres undefined)	100	20	100	96	101	-17	-3	-16	97	-5	100
8	COc1cc(C)c(CN2CCCCC2CO)cc1C (centres undefined)	99	8	100	102	100	8	-1	.	99	-5	101
9	COc1ccccc1OCCSc1ncnc2nc[nH]c12	97	11	93	101	97	23	-4	.	95	2	98
10	COc1ccc(CC(=O)NNc2ncnc3c2cnn3C)cc1OC	100	13	97	102	99	-1	0	-3	102	-2	105
11	O=C1CC(c2ccccc2)CC(O)=C1C=Nc1ccc(O)cc1 (centres undefined)	97	17	104	92	97	20	0	-14	93	-28	94
12	O=C(Nc1ccccc1-c1ccccc1)c1cccc([N+](=O)[O-])c1	105	14	104	105	103	7	-2	21	101	-6	101
13	O=C(NC1CCCCC1)N(Cc1cc2cc3c(cc2[nH]c1=O)OCCO3)CC1CCCO1 (centres undefined)	101	36	103	103	103	14	-1	3	101	10	104
14	O=C1CSC(c2ccc(F)cc2)N1c1nc2ccccc2s1 (centres undefined)	100	4	99	101	100	5	-4	.	98	-1	101
15	COc1cccc2cc(C(=O)N3CCN(c4ncccn4)CC3)c(=O)oc12	99	13	97	100	97	28	-1	3	96	-27	100
16	CCc1ccc(NC(=S)NCC2CCCN2CC)cc1 (centres undefined)	97	9	100	93	94	9	0	3	93	-31	95
17	COc1ccc(NC(=O)c2ccc(CN3CCN(c4ccccc4)CC3)cc2)cc1	104	10	105	101	103	6	6	-25	101	0	107
18	CCCCNc1nc(=S)[nH]c2cc(OC)c(OC)cc12	?	11	?	?	?	13	17	.	?	-14	?
19	CC(C)(C)N1CC(c2nc3ccccc3n2CCOc2ccccc2)CC1=O (centres undefined)	103	16	97	102	102	-6	-2	.	96	-10	101
20	CCOc1ccc(-c2cc(C(=O)NN)[nH]n2)cc1	100	9	101	106	102	2	-2	5	99	4	107
21	Oc1ccc(/C=N/Nc2nccnc2Cl)c(O)c1	92	26	91	90	91	-60	2	-61	96	-90	96
22	c1ccc(-c2ccccc2OCCCCN2CCCCCC2)cc1	97	12	94	98	97	15	-2	-12	94	21	96
23	O=C(CCc1ccc(S(=O)(=O)N2CCOCC2)cc1)OCc1nc2ccccc2s1	105	10	99	105	104	12	-2	.	98	2	102
24	O=C(COC(=O)c1ccc(Cl)s1)c1cc2ccccc2o1	101	12	102	105	102	12	0	-4	101	-4	104
25	CCCn1nnc(NC(=O)c2ccc(Cl)cc2Cl)n1	106	5	102	106	103	-2	0	.	101	0	106
26	CCOC(=O)N1CCN(CCC(=O)Nc2cc(C)ccc2OC)CC1	87	8	98	83	90	7	0	4	84	-11	85
27	Cc1cc(=O)[nH]c2cc(Cl)ccc12	100	8	101	102	103	-7	-2	.	99	-4	102
28	CCOC(=O)CSc1nc2ccc(N3CCOCC3)cc2c(=O)n1Cc1ccc2c(c1)OCO2	99	8	99	105	100	19	-1	.	102	-28	108
29	C/C(=N/NC(=O)CNC(=O)c1ccccc1)c1ccc(C)cc1	99	11	105	96	99	9	-1	-8	97	-4	98
30	COC(=O)C1C(=O)C=C(Nc2ccc(F)cc2)CC1c1ccc(OC)cc1 (centres undefined)	102	11	98	98	101	17	0	12	100	-19	99
31	Cc1occc1C(=O)NCCCCc1ccccc1	97	6	98	98	97	-5	0	.	96	-16	101
32	COc1ccc(CCC(=O)N2CCN(S(=O)(=O)c3ccc4ccccc4c3)CC2)cc1	100	9	100	99	97	8	0	.	98	-10	100
33	Cc1ccc(CNC(=O)CCCC(=O)Nc2cc(C)on2)cc1	98	11	102	96	99	-3	0	10	97	-35	96
34	Nc1c(Cl)cnc(C(Cl)(Cl)Cl)c1Cl	96	8	98	95	95	8	-2	-15	95	-11	95
35	O=C1N/C(=C/c2ccc(N3CCOCC3)o2)C(=O)N1c1cccc(Cl)c1	99	7	106	101	100	17	0	1	97	-13	100
36	CCOC(=O)C1CCCN(CCC(=O)Nc2ccc(F)c(F)c2)C1 (centres undefined)	102	13	101	100	101	39	-7	.	99	45	101
37	CCCc1c(O)nc(SC2CC(=O)N(c3cc(OC)ccc3OC)C2=O)[nH]c1=O (centres undefined)	102	13	100	101	101	32	-6	.	102	-35	104
38	COc1ccc(NC(=O)COc2nc3ccccc3nc2N2CCOCC2)c(OC)c1	94	9	96	89	91	-38	0	-11	91	-2	88
39	O=C(NC1Cc2ccccc2C1)c1cc(COc2ccc(F)cc2Cl)on1	96	6	96	98	95	10	-4	0	96	-39	100
40	CCOC(=O)c1cn(CC(=O)Nc2cccc(Cl)c2)nn1	99	22	104	96	97	2	2	-16	97	-5	99
41	CC(NC(=O)CC1SC(N)=NC1=O)c1ccccc1 (centres undefined)	96	3	102	94	95	-37	-7	16	93	-18	96
42	Cc1ccc(CN(Cc2cccnc2)C(=O)CN2C(=O)COc3ccccc32)o1	102	4	101	104	101	24	4	.	101	-43	106
43	Cc1nn(-c2ccccc2)c(C)c1CN	96	12	101	96	95	-29	2	.	95	-9	101
44	O=C(c1ccc(N2C(=O)C3C4c5ccccc5C(c5ccccc54)C3C2=O)cc1)N1CCOCC1 (centres undefined)	100	2	100	102	102	1	-2	.	102	-15	106
45	Cc1ccc(C)c(N2CCN(S(=O)(=O)c3ccc4[nH]c(=O)c(=O)[nH]c4c3)CC2)c1	98	19	100	96	99	11	-2	-1	96	-5	98
46	C(=N\N1CCN(Cc2ccccc2)CC1)/c1ccc(-c2ccccc2)cc1	96	9	100	89	95	-7	-1	.	95	-22	92
47	c1ccc2[nH]c(-c3nc4ccccc4[nH]3)nc2c1	93	33	98	99	97	-1	0	15	96	7	97
48	COc1ccc2nc(C)cc(SCC(=O)NNC(=O)COc3ccccc3)c2c1	100	5	97	100	100	13	-1	.	97	-11	98
49	CCCCN1C(=O)c2ccc(C(=O)NC3=NCCS3)cc2C1=O	97	9	96	98	96	11	-5	7	99	-5	99
50	Cc1ccc(Nc2nnc(C)c(=O)[nH]2)cc1	95	11	92	96	98	3	1	.	99	-9	99

Additional records follow:
nr	smiles	Rab2A wt mod	Avidin fluor	Rab7 wt modul	Cdc42 wt	HRas wt GTP	Mcl1-Noxa inh	Mcl-1 Bim block	Pf gamet viab	Rac1 mut GTP	Mcl1 Bid PPI	Rac1 wt modul
51	Cc1cc(C)n(C(=O)c2ccc(Cn3nc(C)c(Br)c3C)o2)n1	100	7	95	102	101	7	-18	-23	102	-2	102
52	COC(=O)C1C(=O)CC(C)(O)C(C(=O)OC)C1/C=C/c1ccccc1 (centres undefined)	99	13	103	101	100	6	0	.	98	-23	105
53	O=C(Nc1ccc(Cc2ccncc2)cc1)C1CCC(N2C(=O)C3CC=CCC3C2=O)CC1 (centres undefined)	100	35	100	99	101	-8	-1	.	99	-17	105
54	COc1ccc(-c2csc(NC(=O)Cn3nc(C)cc3C)n2)cc1	100	6	99	100	99	2	0	.	99	-12	106
55	Cc1cccc(NC(=S)NC(=O)CC2CC(C)(C)OC2=O)c1 (centres undefined)	95	17	94	96	95	18	20	-17	98	-23	100
56	CCOC(=O)N1CCN(C(=O)CCSCCc2ccncc2)CC1	98	37	102	98	100	6	-4	.	96	-38	98
57	CN(C(=O)CSc1nc2cc([N+](=O)[O-])ccc2n1-c1ccc(F)cc1)C1CCS(=O)(=O)C1 (centres undefined)	102	4	102	102	102	4	-1	4	99	9	107
58	COc1ccc2c(c1)CCc1c(C(=O)Nc3ccn(Cc4ccc(C)cc4)n3)noc1-2	105	14	96	105	105	-9	-1	.	100	-4	104
59	N#C/C(=C/c1ccc(N2CCOCC2)o1)c1ccc(Cl)cc1	94	9	96	95	95	18	-2	.	95	-2	96
60	COc1ccc(CC(=O)Nc2ccc(C(C)=O)cc2)cc1	93	7	96	94	92	-1	-2	10	93	-43	93
61	Cc1sc2ccc3sccc3c2[n+]1C	97	7	103	94	99	32	-6	.	97	-99	101
62	CCN(CC)S(=O)(=O)c1ccc(NC(=O)COc2c(OC)cccc2OC)cc1	98	7	98	101	100	25	4	.	98	-9	98
63	COc1cccc(/C=N/n2c(SC)nnc2-c2ccccc2)c1O	100	27	102	105	103	51*	0	.	95	-98	100
64	Cc1ccccc1NC(=S)N(Cc1ccccn1)Cc1ccccc1Cl	95	11	97	94	96	6	-4	2	95	-27	95
65	Cc1cc(C)cc(Oc2nc(C(F)(F)F)nc3ccccc23)c1	?	7	?	?	?	3	5	21	?	5	?
66	O=C(Nc1ccccc1-c1ccccc1)C1CCCN(c2ncccn2)C1 (centres undefined)	101	20	103	103	102	2	-2	.	96	-6	102
67	COC(=O)c1ccc(N2C(=O)CC(N(C)CCc3ccc(OC)c(OC)c3)C2=O)cc1 (centres undefined)	96	26	94	97	97	-13	0	.	98	-8	100

Bioassay records deposited in PubChem by several laboratories.
